High-throughput results (PubChem)
GDH-TPI counter – GDH-TPI coupling enzyme inhibitors, primary screen, artefact control for M. tuberculosis FBA inhibitor project, biochemical, absorbance, full deck. inhibition, % at 4.8 µM. AID 588335, 2011. GDH-TPI coupled enzyme counterscreen, NADH absorbance. actives 1.2% (n = 360,000);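 note: 0% = DMSO wells and 100% = wells lacking the enzyme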
FBA Mtb inh – Mtb FBA enzyme inhibitors, primary screen, biochemical, fluorescence, strain H37Rv; inhibition, % at 1 µM; AID 588726, 2011; purified M. tuberculosis FBA, fluorescence read-out; actives 2.3% (n = 360,000); in the data active = inhibition above about 27%;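 note: 0% = vehicle and 100% = reference inhibitor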
Target sequence (P9WQA3 whole entry, looked up): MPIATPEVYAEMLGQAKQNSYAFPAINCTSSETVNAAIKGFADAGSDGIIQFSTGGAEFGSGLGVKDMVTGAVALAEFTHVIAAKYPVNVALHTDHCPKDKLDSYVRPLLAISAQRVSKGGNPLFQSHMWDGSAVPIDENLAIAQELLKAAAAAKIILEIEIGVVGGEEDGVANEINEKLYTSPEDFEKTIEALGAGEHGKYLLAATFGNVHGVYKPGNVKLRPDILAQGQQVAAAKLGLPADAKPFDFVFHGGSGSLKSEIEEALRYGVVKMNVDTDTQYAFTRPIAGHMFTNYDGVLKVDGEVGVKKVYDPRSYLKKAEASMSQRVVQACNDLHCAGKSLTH
Mtb UGM inh – M. tuberculosis UGM enzyme inhibitors, primary screen, biochemical, fluorescence polarization, single point; inhibition, % at 10 µM; UDP-galactopyranose mutase (Mycobacterium tuberculosis (strain ATCC 25618 / H37Rv)), …; actives 0.06% (n = 320,000); AID 504406, 2011; purified UGM, fluorescence polarization probe displacement; in the data active = inhibition above about 10%, passing the limit was not always enough; inconclusive = no clear call, values can overlap the other calls
Target sequence (P9WIQ1 whole entry, looked up): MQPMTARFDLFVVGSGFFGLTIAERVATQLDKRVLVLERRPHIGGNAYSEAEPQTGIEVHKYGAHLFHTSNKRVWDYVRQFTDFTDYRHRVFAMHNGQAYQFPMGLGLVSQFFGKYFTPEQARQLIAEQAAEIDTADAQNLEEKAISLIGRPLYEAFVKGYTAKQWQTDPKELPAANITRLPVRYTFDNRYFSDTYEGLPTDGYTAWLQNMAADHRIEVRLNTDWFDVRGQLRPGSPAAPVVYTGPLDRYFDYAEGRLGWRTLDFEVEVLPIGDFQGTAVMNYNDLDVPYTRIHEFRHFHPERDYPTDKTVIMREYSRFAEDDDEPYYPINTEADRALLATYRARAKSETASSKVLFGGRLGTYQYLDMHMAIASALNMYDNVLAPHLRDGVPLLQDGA
BoNT F protease – BoNT/F light chain protease inhibitors, primary screen, biochemical, flow cytometry, MLPCN library | inhibition, % at 10 µM | actives 0.22% (n = 360,000) | Multiplex microsphere protease cleavage assay | Botulinum neurotoxin type F light chain protease (Clostridium botulinum); in the data active = inhibition above about 35%, passing the limit was not always enough; inconclusive = no clear call, values can overlap the other calls; note: plate controls were buffer without enzyme for full effect and enzyme alone for no effect
FadD28 FP inh – inhibitors of FadD28 bisubstrate probe binding, primary screen, biochemical, fluorescence polarization, single point; inhibition, % at 12.5 µM; actives 0.22% (n = 360,000); AID 588549, 2011; in the data active = inhibition above about 8.5%, passing the limit was not always enough; inconclusive = no clear call, values can overlap the other calls
Mtb BioA inh – M. tuberculosis BioA enzyme inhibitors, primary screen, biochemical, plate reader, single point, HTS | 7,8-diaminopelargonic acid synthase BioA (Mycobacterium tuberculosis) | purified M. tuberculosis BioA enzyme | inhibition, % at 9.99 µM | actives 0.096% (n = 360,000) | AID 602481, 2012; in the data active = inhibition above about 40%; inconclusive = no clear call, values can overlap the other calls
PrPC surface inh – inhibitors of human cell surface prion protein PrPC, primary screen, cell-based, TR-FRET. Major prion protein (Homo sapiens), P04156. TR-FRET read-out. inhibition, % at 13.8 µM. actives 0.43% (n = 370,000); in the data active = inhibition above about 24%; note: 0% = median of the test wells and 100% = reference compound wells
CCHF vOTU inh – CCHFV vOTU protease inhibitors, primary screen, biochemical, Pep-AMC substrate, fluorescence | Crimean-Congo hemorrhagic fever virus L polyprotein viral ovarian tumor (vOTU) protease … | inhibition, % at 11.5 µM | actives 0.55% (n = 370,000) | AID 651958, 2012; note: 0% = vehicle wells with enzyme and 100% = no enzyme wells
BoNT-A LC inh2 – BoNT/A light chain protease inhibitors, primary screen, biochemical, flow cytometry, MLPCN library | AID 588499, 2011 | Botulinum neurotoxin type A light chain protease (Clostridium botulinum A str. ATCC 3502) | actives 0.17% (n = 360,000) | inhibition, % at 10 µM | multiplex microsphere protease substrate cleavage; in the data active = inhibition above about 30%; inconclusive = no clear call, values can overlap the other calls; note: plate controls were buffer without enzyme for full effect and enzyme alone for no effect
The depositor's hits bear a star; ? = inconclusive; nt = no result given. Cut-off read from the data, not from the text of the source, unless noted: active = inhibition above about 30%; inactive = the rest.

The first 4 compounds as a preview:
SMILES	GDH-TPI counter	FBA Mtb inh	Mtb UGM inh	BoNT F protease	FadD28 FP inh	Mtb BioA inh	PrPC surface inh	CCHF vOTU inh	BoNT-A LC inh2
CC1CCCCC1NC(=O)CNC(=S)N1CC2CC(C1)c1cccc(=O)n1C2 (configuration not stated)	-7	-5	-2.1	0	-2.1	0.0	3	-10	-0.3
CC(C)(C)OC(=O)NCCCCCc1nnc(SCC(=O)Nc2cccc(Cl)c2)o1	7	-1	-0.7	-3	-1.0	-1.1	12	2	0.2
C=CCc1ccccc1OCCn1nnc2ccccc21	2	-2	-0.4	-9	-0.2	0.6	14	7	-3.6
CC(C)Cn1nnc2c(=O)oc3ccccc3c21	-4	0	nt	-2	-2.6	1.8	-6	-16	?

The list itself, from the start:
SMILES	GDH-TPI counter	FBA Mtb inh	Mtb UGM inh	BoNT F protease	FadD28 FP inh	Mtb BioA inh	PrPC surface inh	CCHF vOTU inh	BoNT-A LC inh2
CC1CCCCC1NC(=O)CNC(=S)N1CC2CC(C1)c1cccc(=O)n1C2 (configuration not stated)	-7	-5	-2.1	0	-2.1	0.0	3	-10	-0.3
CC(C)(C)OC(=O)NCCCCCc1nnc(SCC(=O)Nc2cccc(Cl)c2)o1	7	-1	-0.7	-3	-1.0	-1.1	12	2	0.2
C=CCc1ccccc1OCCn1nnc2ccccc21	2	-2	-0.4	-9	-0.2	0.6	14	7	-3.6
CC(C)Cn1nnc2c(=O)oc3ccccc3c21	-4	0	nt	-2	-2.6	1.8	-6	-16	?
CC1=CC(=O)C=C(C)C1=NOc1ccc([N+](=O)[O-])cc1	10	0	-4.4	0	-1.9	nt	0	-9	-0.7
Cc1nn(-c2ccccc2)c(C)c1NC(=O)COC(=O)c1cc([N+](=O)[O-])ccc1NCCO	14	-6	-2.8	3	-1.5	-1.1	-18	13	0.6
COc1cccc(CNC(=O)CCl)c1	10	2	nt	-4	-2.7	-1.3	3	13	-1.3
COC(=O)c1nc2n(n1)C(c1cccc(Cl)c1)C1=C(CCCC1=O)N2 (configuration not stated)	3	1	4.1	-2	-0.4	-0.8	3	9	0.0
Cc1cc(Nc2ccc(Br)cc2)nc2ccccc12	9	0	-2.4	-6	-1.9	nt	10	-4	0.0
Fc1ccccc1N1CCN(C(c2ccncc2)c2nnnn2C2CCCC2)CC1 (configuration not stated)	0	1	2.2	-6	-2.5	12	5	2	-0.9
O=C(Nc1ccc(N2CCOCC2)c(Cl)c1)c1ccc([N+](=O)[O-])o1	12	2	nt	0	-1.2	nt	-3	-5	0.2
COC(=O)CC1COc2ccccc2N1C(=O)c1ccc(OC)cc1 (configuration not stated)	6	-1	-2.1	0	-0.3	-1.5	-5	-2	?
CCN(CC(=O)Nc1c(F)cccc1F)C(=O)c1ccc(COc2ccccc2)o1	2	-2	-0.4	-5	-0.4	1.0	-8	-9	2.8
C[C@]1(C2CCCC2)Cc2cc(OCC(=O)O)c(Cl)c(Cl)c2C1=O	-2	0	2.4	-11	-11	1.1	0	3	-1.7
O=C(COc1cccc2c1CCNC2=O)NC1CCCCC1	-8	2	3.7	nt	-3.6	1.2	6	0	nt
Cc1ccc(C)c(S(=O)(=O)Nc2cccc(-n3cnnn3)c2)c1	1	0	1.5	4	1.1	0.8	6	4	0.0
Cc1cc(C)n2nc(C(=O)OCC(=O)Nc3ccc(C)c(F)c3)nc2n1	5	4	2.2	5	-2.7	2.3	-2	-4	1.0
Cc1ccccc1N1CCN(C2CCCN(C(=O)CCC(=O)N(C)C)C2)CC1 (configuration not stated)	3	2	3.2	-10	-0.1	-0.8	2	10	1.6
O=C(CNc1ccc(Cl)c(C(F)(F)F)c1)N1CCN(S(=O)(=O)c2ccccc2)CC1	6	0	nt	-5	-1.9	2.1	13	11	-0.3
Cc1ccc(CN2CCNC(=O)C2CC(=O)N(C)C2CCOCC2)cc1 (configuration not stated)	-5	0	1.2	8	0.4	-0.4	4	4	3.4
COC(=O)c1ccccc1NC(=O)CNc1cc(OC)c(OC)cc1C	2	2	3.4	-20	-1.8	nt	-5	7	0.7
CCN(CC)C(=O)CSc1nnc(COc2ccc(OC)cc2)n1N	1	-1	0.7	6	-0.9	nt	-1	15	-0.6
Cc1ccc(CN2CCN(CC(=O)NC(C)CCc3ccccc3)C2=O)cc1 (configuration not stated)	-3	2	0.8	1	-3.2	7.9	3	6	-0.4
O=C(COC(=O)c1ccccc1C(=O)c1ccccc1)NCc1ccc(F)cc1	11	-3	0.4	-4	0.1	-0.1	7	7	0.4
CCC(c1nnc(SCC(=O)Nc2ccc(C(N)=O)cc2)n1Cc1ccccc1)N(C)C (configuration not stated)	-11	-2	-1.2	3	-4.2	1.9	3	-8	-5.2

Next section.
SMILES	GDH-TPI counter	FBA Mtb inh	Mtb UGM inh	BoNT F protease	FadD28 FP inh	Mtb BioA inh	PrPC surface inh	CCHF vOTU inh	BoNT-A LC inh2
O=C(NCCN1C(=O)S/C(=C\c2ccccc2)C1=O)C1CCN(S(=O)(=O)c2cccs2)CC1	24	-1	2.2	-4	-1.0	-2.1	-6	-24	-0.1
O=S1(=O)CCC(NS(=O)(=O)/C=C/c2ccccc2)C1 (configuration not stated)	11	3	-0.9	0	-0.1	nt	3	-7	0.6
Cc1ccsc1/C=N/NC(=O)CN1CCN(S(=O)(=O)c2ccc(Br)cc2)CC1	9	1	1.7	2	-3.2	-1.4	-6	-7	-0.3
O=C(/C=C/c1ccco1)N1CCN(S(=O)(=O)c2cccc([N+](=O)[O-])c2)CC1	9	-2	-2.9	9	0.1	1.1	-14	-2	4.1
Cc1nnc(SCC(=O)NNC(=O)c2ccc(Cl)cc2)s1	-4	1	2.1	-31	-0.3	0.5	5	16	-3.8
O=C(CSc1nc(-c2ccccc2)cs1)NCCCN1CCCC1=O	7	-1	0.3	1	-2.0	-0.1	1	-6	0.6
CC1(C)Cc2nc3sc(C(=O)NCCCO)c(N)c3cc2CO1	6	1	-0.1	?	-2.4	nt	-19	20	-33
COc1ccc2nc3oc(C(=O)N4CCC(C(N)=O)CC4)cc3cc2c1	26	98*	-1.5	2	-1.9	2.0	-26	-41	1.4
CCC(=O)Nc1nnc(SCCN2CCOCC2)s1	-5	-5	-0.2	-3	-4.1	nt	4	2	-0.2
O=S(=O)(Cc1noc(-c2ccc(OC(F)(F)F)cc2)n1)c1ccc(F)cc1	10	-1	-0.6	?	-5.2	-0.9	-2	2	1.0
COc1ccc(CNC(=O)c2ccc(CS(=O)(=O)c3ccc(OC)cc3)o2)cc1	8	3	nt	5	-0.5	-0.4	-4	3	0.1
CCc1cc(OCCCSc2nc(C)cc(=O)[nH]2)ccc1Cl	5	-2	-0.5	-3	-0.4	-0.7	0	-2	?
Cc1cc(C)n2ncc(C(=O)O)c2n1	9	12	5.5	-1	1.1	nt	6	-21	-0.3
CCSc1nnc(NC(=O)CSc2nc3c(c(=O)n2-c2ccccc2OC)SCC3)s1	13	-5	-2.1	3	-2.5	14	-6	-8	0.8
O=c1[nH]c(CN2CCN(c3ccc(O)cc3)CC2)nc2scc(-c3ccc(Cl)cc3)c12	-9	6	-0.7	-7	-2.4	nt	26*	-5	-0.8
CCNC(=S)NNC(=O)CCc1nc2cc(Cl)ccc2n(Cc2ccccc2)c1=O	11	5	-0.8	-2	0.1	-0.5	-9	0	-0.1
CCOc1ccc(C(C)=O)cc1CN1C(=O)C(=O)N(CC)C1=O	0	0	-0.3	-2	-4.4	nt	1	-1	-0.2
CSc1ncccc1C(=O)OCC(=O)c1cccs1	9	0	-0.1	-1	-1.3	-2.8	2	-1	1.0
Fc1ccc(C2NC(=S)NC3=C2N2CCC3CC2)cc1 (configuration not stated)	4	-1	-2.1	1	-4.2	-0.3	6	-2	-0.1
COc1ccc(NC(=O)CS(=O)(=O)c2cn(CC(=O)N3CCCC3)c3ccccc23)c(OC)c1	-9	1	-0.3	-5	-4.1	-1.2	7	-11	-0.8
CCOCCCn1c(SCc2nc3ccccc3s2)nc2ccccc2c1=O	2	1	-0.1	-4	-2.9	nt	-1	-8	3.8
CC1CCc2onc(C(=O)NCc3ccco3)c2C1 (configuration not stated)	13	1	-1.2	3	-1.1	1.1	6	0	-0.9
NC(=S)N/N=C/c1ccccc1[N+](=O)[O-]	9	-2	2.4	-4	-0.3	nt	-30	8	-0.4
CN(C)c1ccc(/C=C2\SC(=S)N(Nc3ncc(C(F)(F)F)cc3Cl)C2=O)cc1	7	-5	-0.7	14	0.2	-3.0	4	6	6.1
O=C(CSc1ncn[nH]1)NCCCc1ccccc1	12	2	0.6	-4	-0.8	1.0	11	9	-0.2

More compounds follow.
SMILES	GDH-TPI counter	FBA Mtb inh	Mtb UGM inh	BoNT F protease	FadD28 FP inh	Mtb BioA inh	PrPC surface inh	CCHF vOTU inh	BoNT-A LC inh2
CCOP(=O)(OCC)C(Nc1ccccn1)c1ccccc1 (configuration not stated)	6	3	2.7	-17	-0.1	nt	1	11	-0.9
COc1cc(C(=O)N2CCN(C(=O)COc3ccc4ccccc4c3)CC2)cc(OC)c1OC	-4	-4	0.2	-3	-3.1	0.6	-2	-2	0.7
COc1ccc(-n2c(SCCN(C)C)nc3ccccc3c2=O)cc1	6	-1	0.4	-8	-1.5	nt	0	7	-1.0
CSC(=S)NCc1cccnc1	7	3	0.7	-6	-1.4	nt	5	-4	0.4
Cc1ccc(C)c(N2CCN(C(=O)C3CCN(S(=O)(=O)c4c(C)noc4C)CC3)CC2)c1	4	4	-0.3	-4	-3.0	-2.4	10	27	-0.2
Nc1nnn(CC(=O)N/N=C/C=C/c2ccccc2)n1	15	3	4.7	-6	-2.8	1.1	-2	4	-3.1
CCCc1ccc(OCc2ccc(C(=O)N/N=C/c3cccc([N+](=O)[O-])c3)o2)c(OC)c1	4	-2	3.5	21	-2.3	-1.9	3	5	0.2
COc1nc(Nc2ccc3c(c2)OCO3)nc(OC)n1	-8	0	-0.7	0	0.2	0.0	8	-2	-0.3
Cc1cccc(C(=O)N2CCC(=O)N(C(COCc3ccccc3)Cc3ccccc3)CC2)c1 (configuration not stated)	4	0	-2.6	-1	-0.6	1.7	0	8	-0.3
Cc1ccccc1NC(=O)c1ccc(C)c(S(=O)(=O)N2CCN(C)CC2)c1	2	-1	1.0	?	0.2	5.9	-9	-6	-6.2
COc1ccc(Cc2c3cc(OC)c(OC)cc3cc[n+]2C)cc1OC	24	4	7.2	-7	-0.5	3.7	nt	nt	1.1
O=C(COc1ccc2cc(Br)ccc2c1)N1CCCC1	-12	-1	-0.5	-4	-2.7	-0.1	-4	-4	1.4
CCN(C(=O)CSc1nc(C)nc2sc(C)c(C)c12)C1CCS(=O)(=O)C1 (configuration not stated)	8	3	1.7	-8	-2.3	11	5	-3	-2.8
COc1ccc(S(=O)(=O)N2CCCCCC2)cc1C(=O)N(C)Cc1cccs1	-16	-3	-0.6	-42	-0.2	8.5	6	3	-30
CCN(CC)S(=O)(=O)c1cccc(NC(=O)c2cccc(S(=O)(=O)N3CCCC3)c2)c1	-7	-4	-0.2	-1	-58	-1.2	6	-4	-0.3
O=C(CSC1=NS(=O)(=O)c2ccccc2N1)c1ccccc1	2	-1	4.4	?	-0.9	nt	3	10	?
CC1(c2nc3ccccc3[nH]2)CCC(=O)N1Cc1ccccn1 (configuration not stated)	nt	3	nt	5	-0.9	-1.4	3	11	0.4
CCn1c(=O)c2sccc2n2c(CCCC(=O)NC3CCN(Cc4ccccc4)CC3)nnc12	-4	4	2.7	0	-1.9	-0.9	2	11	2.2
Fc1ccc(Nc2ccc(-c3ccc(F)cc3)nn2)cc1	5	0	1.6	-6	-1.5	nt	1	7	-0.1
